Screens as filed in PubChem.
Tau FP inhib: tau fibrillization inhibition (FP). P10636. K18 P301L tau heparin fibrillization, Alexa594 FP, 6 h. Potency, µM (highest dose often 57.7 µM), inactives show top-dose activity, negative = inhibition, hits mostly inhibitors. hit rate 0.39% among 280,000. AID 1468; also: nearly all actives have a fitted effect of over 55% in size
Target sequence (P10636 561-689 P618L limits assumed): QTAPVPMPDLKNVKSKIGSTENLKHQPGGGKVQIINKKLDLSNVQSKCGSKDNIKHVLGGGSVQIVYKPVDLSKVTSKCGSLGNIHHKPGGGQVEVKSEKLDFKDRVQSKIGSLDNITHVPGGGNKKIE
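K18 P301L tau (15 uM unlabeled/0.24 uM Alexa 594-labeled, final) + compound + heparin 20 uM final; 100 mM NaOAc pH 7; 6 hr 37 C; ThT 30 uM final added, 1 hr RT; FP ex 555/em 632 nm.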
RECQ1 helicase: inhibitors of human RECQ1 DNA helicase | P46063 | Potency, µM (titrated, usually from 57.3 µM), inactives show top-dose activity, negative = inhibition, most hits filed as inhibitors | RECQ1 DNA unwinding, red fluorescence kinetic read | hit rate 0.54% among 240,000;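 also: plate controls were vehicle for no effect and no enzyme for full effect; nearly all actives have a fitted effect of over 30% in size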
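RECQ1T1 50 nM; forked duplex (20 bp + 30-nt ss tails) 200 nM, ATP 2 mM final; pH 8.0, 2 mM MgCl2, 2.5 ug/ml poly(dI-dC); 15 min compound preincubation; discontinuous kinetic read over 2 h at RT.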
L3MBTL1 inh: inhibitors of human L3MBTL1 | Q9Y468 | AlphaScreen L3MBTL1–H3K9me1 peptide binding | AID 485360 | hit rate 0.66% among 230,000 | Potency, µM (series often up to 57.1 µM), for the others: at the highest dose activity, negative = inhibition, hits mostly inhibitors; also: nearly all actives have a fitted effect of over 60% in size
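First, the protein-peptide complex forms for 30 min at room temperature (L3MBTL1 50 nM, biotinylated H3K9me1 peptide 75 nM). Next, compounds are pin-transferred and incubated 30 min. Finally, AlphaScreen beads are added and read after 30 min.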
TexasRed fluor: counter-screen for TRb-SRC2 inhibitors: fluorescence interference | hit rate 0.29% among 280,000 | Potency, µM (top dose mostly 106 µM), inactives show at the highest dose fluorescence change, negative = quenching | TRb/SRC2 Texas Red total fluorescence interference; active = well fitted curve in either direction with a large enough effect; inconclusive = small, poorly fitted or top-dose-only effect
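Human TRβ ligand-binding domain (0.6 uM) and Texas Red SRC2 peptide (20 nM) in Tris buffer with 1 uM T3 and 5% DMSO were incubated with pinned compound for 5 hr at ambient temperature. Total fluorescence was computed as S + 2P (555/632 nm).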
JMJD2E inh: blocks human JMJD2E demethylase activity | B2RXH2 | JMJD2E catalytic domain, FDH-coupled NADH fluorescence (FDH is formaldehyde dehydrogenase) | Potency, µM (highest dose often 57.1 µM), inactives show at the highest dose activity change, negative = inhibition, hits mostly inhibitors | hit rate 1.6% among 230,000 | AID 2147; active = well fitted inhibition curve with a large enough effect, not every such curve was filed as active; inconclusive = small, poorly fitted or top-dose-only effect, or another doubt; inactive = no such curve, though single readings can be large or run the other way;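 also: 0% = wells with enzyme and -100% = buffer wells without enzyme; nearly all actives have a fitted effect of over 50% in size; many of its hits are not listed in these tables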
Tau fibril ThT: tau fibrillization inhibition (ThT binding). P10636. recombinant tau K18 P301L (four-repeat tau fragment), heparin-induced fibrillization, ThT fluorescence. Potency, µM (highest dose often 57.4 µM), without a hit: at the top dose activity, negative = inhibition, actives largely listed as inhibitors. hit rate 2.1% among 270,000; also: nearly all actives have a fitted effect of over 55% in size
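K18 P301L tau (15 uM + 0.24 uM Alexa 594-tagged), heparin 20 uM, NaOAc pH 7, 6 h 37 C; ThT 30 uM, 1 h RT, ex 450/em 510 nm.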
RGS12 GoLoco inh: RGS12 GoLoco-Gai1 interaction inhibition | P63096 | Gai1:RGS12 GoLoco peptide FP, rhodamine, 10 min | Potency, µM (doses to about 61.6 µM), for the others: top-dose activity, negative = inhibition, usual class: inhibitors | hit rate 0.44% among 230,000; active = well fitted inhibition curve with a large enough effect, not every such curve was filed as active; inactive = no such curve, though single readings can be large or run the other way; also: nearly all actives have a fitted effect of over 30% in size; many of its hits are not listed in these tables
Target sequence (P63096 whole entry, looked up): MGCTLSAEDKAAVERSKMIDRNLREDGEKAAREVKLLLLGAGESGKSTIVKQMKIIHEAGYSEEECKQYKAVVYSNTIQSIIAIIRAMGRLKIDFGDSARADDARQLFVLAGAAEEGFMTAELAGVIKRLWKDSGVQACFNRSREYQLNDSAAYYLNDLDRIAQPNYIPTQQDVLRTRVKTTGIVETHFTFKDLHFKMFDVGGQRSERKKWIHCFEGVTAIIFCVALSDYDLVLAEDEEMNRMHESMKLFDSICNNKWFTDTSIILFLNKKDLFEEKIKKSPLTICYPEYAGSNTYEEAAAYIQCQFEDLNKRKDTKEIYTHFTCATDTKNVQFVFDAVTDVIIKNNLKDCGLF
TRb SRC2 PPI: inhibitors of human thyroid hormone receptor beta-SRC2 interaction; TRbeta-SRC2 peptide binding, fluorescence polarization; receptor liganded with 1 µM T3; Potency, µM (top dose mostly 106 µM), without a hit: at the top dose activity change, negative = inhibition, hits mostly inhibitors; hit rate 0.065% among 280,000;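 also: plate controls were bound peptide for no effect and peptide without receptor for full effect; nearly all actives have a fitted effect of over 50% in size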
Target sequence (P10828 whole entry, looked up): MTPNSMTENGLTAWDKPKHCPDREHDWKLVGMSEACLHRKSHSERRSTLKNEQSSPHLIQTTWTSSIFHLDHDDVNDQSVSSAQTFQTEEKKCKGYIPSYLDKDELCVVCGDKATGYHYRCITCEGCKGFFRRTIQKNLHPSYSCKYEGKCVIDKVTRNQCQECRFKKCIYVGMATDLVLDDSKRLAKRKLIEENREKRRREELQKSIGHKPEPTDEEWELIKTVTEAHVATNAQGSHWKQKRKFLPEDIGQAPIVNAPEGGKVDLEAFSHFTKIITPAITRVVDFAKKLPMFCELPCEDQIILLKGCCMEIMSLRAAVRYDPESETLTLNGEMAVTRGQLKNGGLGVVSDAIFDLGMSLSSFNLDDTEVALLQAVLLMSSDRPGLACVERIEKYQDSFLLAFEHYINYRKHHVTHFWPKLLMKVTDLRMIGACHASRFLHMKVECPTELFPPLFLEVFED
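Polarization signal, normalized between peptide-alone and full complex controls, measured compound effects on T3-liganded human TRb LBD (0.6 uM) binding 20 nM Texas Red SRC2 peptide after 5 hr.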
The depositor's hits bear a star; i = inactive; u = inconclusive; x = not tested or not shown; & = joins results of further samples; [ ] = remark or other dose. Unless noted, calls follow the shape of the dose curve; as a rule, active = well fitted curve in the direction sought with a large enough effect; inconclusive = small, poorly fitted or top-dose-only effect, or another doubt; inactive = no such curve, though single readings can be large; an effect the other way counts as inactive or inconclusive. Unless noted, % is scaled to controls: 0 for no effect and ±100 for the full control effect; potency is read from the fitted curve at half-maximal effect. These rows are one share of the data (hit frequency here may not be typical).

SMILES	Tau FP inhib	RECQ1 helicase	L3MBTL1 inh	TexasRed fluor	JMJD2E inh	Tau fibril ThT	RGS12 GoLoco inh	TRb SRC2 PPI
COc1cc(C)nc(NCc2ccccc2)n1	-10.5%	-4.4%	11.8%	0.1%	-1.3%	-3.9%	0.9%	11.8%
COc1ccc(C)cc1NC(=O)c1ccc(OC(F)F)cc1	-2.8%	-0.5%	15.4%	-0.2%	5.4%	-16.6%	-0.8%	-3.7%
O=C(O)C1CCC(CN(Cc2cccc(Br)c2)C(=S)Nc2ccccc2F)CC1 (stereo not given)	1.5%	-0.1%	x	-2.5%	16.0%	-10.7%	1.4%	-1.3%
O=C(/C=C/c1cccs1)c1cc(Br)ccc1OC(=O)N1CCOCC1	5.8%	-12.0%	-7.2%	0.9%	-7.4%	-11.2%	2.0%	1.2%
CCOC(=O)c1ccc(NC(=S)N2CCN(c3ccc(N4CCOCC4)nn3)CC2)cc1	3.2%	i	x	-1.1%	u	u	-7.4%	10.7%
CCc1ccc(NCc2cc3ccc(OC)cc3n(CC(=O)Nc3ccc(F)cc3F)c2=O)cc1	u	x	x	-0.8%	x	8.1%	x	0.1%
Cc1ccc(-c2nnc(Nc3ccccc3)c3ccccc23)cc1S(=O)(=O)N1CCN(C)CC1	-8.4%	x	x	-3.1%	x	6.5%	x	-3.2%
CCOC(=O)C1=C(Nc2ccccc2)CC(C)(O)C(C(=O)OCC)C1c1ccccc1 (stereo not given)	-2.8%	-7.6%	0.4%	-3.2%	-8.1%	-5.9%	-2.3%	-2.1%
O=c1c(N=Nc2ccc(O)cc2)c(-c2ccccc2)[nH]n1-c1ccc([N+](=O)[O-])cc1	-5.8%	-4.4%	-33.1%	-0.1%	-1.5%	u	19.6%	1.8%
O=C(O)c1ccc(C[n+]2c(-c3ccccc3)csc2Nc2ccccc2)cc1	4.1%	-10.4%	-7.0%	u	-1.7%	u	-3.6%	-7.4%
CCn1c(SCC(=O)Nc2cc(C)nn2-c2ccccc2)nnc1-c1cccs1	4.5%	-3.4%	-3.6%	-0.7%	-1.5%	-8.1%	1.9%	6.9%
COC(=O)C1C(c2ccccc2)C(C(=O)N2CCN(C)CC2)C1c1ccccc1 (stereo not given)	-1.7%	-7.2%	x	-1.4%	-5.1%	-9.6%	7.3%	-3.1%
O=C(OCc1ccc(COC(=O)c2ccccn2)cc1)c1ccccn1	-1.1%	-4.0%	x	-3.7%	5.1%	-1.1%	-5.6%	0.7%
CCCCn1c(O)c(N=Nc2ccccn2)c2ccccc21	-7.6%	-2.2%	-1.9%	-3.3%	3.6%	u	11.7%	7.7%
CC1=C(C(=O)Nc2ccccc2C)C(c2cccs2)n2nc(SCc3cc(C)ccc3C)nc2N1 (stereo not given)	-3.3%	x	x	0.5%	x	-2.0%	x	-3.0%
COc1ccc(-c2noc(COc3ccccc3OC)n2)cc1OC	10.9%	-2.9%	11.9%	-0.6%	-5.6%	u	-3.2%	-4.4%
CCN1CCN(CCNC(=O)c2ccc(CS(=O)(=O)c3c(Cl)cccc3Cl)o2)CC1	-7.3%	2.7%	-4.1%	2.4%	-5.9%	-6.7%	-1.6%	-3.8%
O=C(c1ccc(CN2CCc3ccccc3C2)cc1)N1CCN(c2ccccc2)CC1	-0.6%	-4.9%	-18.2%	2.5%	6.8%	-2.6%	-9.3%	4.7%
COc1cccc(NC(=O)CC2S/C(=N\S(=O)(=O)c3ccccc3)N(c3ccccc3)C2=O)c1 (stereo not given)	-9.3%	39.8µM*	-7.3%	-1.4%[53 µM]	-6.6%	3.7%	7.7%	-6.0%[53 µM]
OCCC1CN(Cc2nc3ccc(F)cc3[nH]2)CCN1C1CCCC1 (stereo not given)	3.9%	-3.0%	-1.0%	3.9%	4.7%	-1.2%	4.7%	-3.3%
COc1ccc(CNC(=O)C(c2ccco2)N(Cc2cccs2)C(=O)Cc2cccs2)cc1 (stereo not given)	-5.6%	-18.4%	-6.4%	2.7%	-8.1%	-12.0%	16.5%	-16.0%
Cc1ccc(S(=O)(=O)N2CCc3cc(C(=O)Nc4ccc(Cl)cc4C)ccc32)cc1	-0.4%	x	x	0.0%	x	9.5%	x	4.3%
C=CCN1C(=O)C2C(C(=O)NC)C3(C)C=CC2(O3)C1C(=O)NCc1ccc(OC)cc1 (stereo not given)	-6.9%	i	x	-0.6%	11.5%	-11.0%	5.6%	-11.3%
OCc1nc2ccccc2n1CCCOc1ccccc1	-8.5%	-2.0%	6.2%	0.6%	3.9%	-11.6%	-12.1%	1.6%
O=C(NNC(=O)C1COc2ccccc2O1)c1ccccc1 (stereo not given)	0.6%	i	-0.5%	0.0%	13.3%	-3.4%	5.6%	7.0%
O=C(O)c1ccc(-n2cncn2)c([N+](=O)[O-])c1	4.1%	i	10.4%	-3.4%	-2.3%	1.1%	5.5%	-1.0%
O=C(NN1C(=O)/C(=C/c2ccc(O)c([N+](=O)[O-])c2)SC1=S)c1ccccc1Cl	3.2%	-0.7%	x	-5.8%	-3.9%	3.98µM*	164.2%[activator]	6.4%
N/C(=N\OC(=O)CC1CCCCC1)c1ccccn1	0.9%	i	6.3%	2.4%	0.1%	-16.0%	15.4%	-1.0%
CCOc1ccc(-n2c(SCc3cc(=O)oc4cc(C)ccc34)nnc2-c2cccnc2)cc1	7.6%	-1.5%	-0.6%	4.6%	-0.7%	-9.1%	5.8%	7.3%
Cn1c(CNC(=O)c2ccco2)nnc1SCC(=O)Nc1c(F)cc(F)cc1Br	-0.1%	i	-13.5%	-1.5%	-10.3%	0.9%	18.2%	-6.9%
O=C(NCc1nc2ccccc2[nH]1)C1=C[C@@H](c2csc3ccccc23)C[C@@H](OCCCCO)O1	0.5%	-14.6%	x	-1.1%	u	u	7.3%	4.4%
Cc1nc(Nc2ccc(S(=O)(=O)N3CCCCC3C)cc2)c2nnn(Cc3ccccc3)c2n1 (stereo not given)	-9.5%	-2.8%	-11.0%	7.4%	u	-7.9%	9.5%	0.8%
CCc1cccc(C)c1NS(=O)(=O)c1c(C(=O)N2CCC(C)CC2)c(C)n(C)c1C	5.6%	x	x	-2.2%	x	-11.9%	x	7.6%
COCCn1c(-c2ccc(OC)cc2)cnc1SCC(=O)Nc1cc(C)on1	0.0%	9.2%	x	0.7%	-5.9%	-18.5%	-0.1%	-10.2%
CCOC(=O)c1ccc(NC(=S)Nc2ccccc2)cc1	-7.7%	-0.3%	-10.7%	-5.3%	6.0%	-7.2%	0.0%	0.7%
COc1ccc(S(=O)(=O)c2nnn(-c3cccc(Cl)c3)c2N)cc1	-5.0%&-12.0%	-1.4%	x	-1.8%&1.7%	5.0%	4.0%&2.8%	2.6%	2.4%&3.0%
CN(C)c1ccc(NC(=O)Nc2cccc3ccccc23)cc1	11.2%	i	-24.5%	0.5%	u	u	-15.3%	1.1%
Cc1cc(N2CC(C)OC(C)C2)nc2ccccc12 (stereo not given)	-2.2%	-15.6%	28.3%	-0.3%	u	0.9%	0.3%	2.4%
CC(=O)N1CCC2(CC1)OC(=O)C(C)=C2C(=O)Nc1cccc(Cl)c1C	3.0%	x	x	-22.7%	x	3.6%	x	1.4%
Cc1nc2nc(COc3ccccc3)nn2c(C)c1Cl	-2.0%	i	5.8%	-4.7%	-0.4%	-5.1%	1.6%	-1.5%
Cc1ccc(-c2nn3c(C)nnc3s2)cc1NC(=O)c1ccc(Br)o1	-2.8%	-12.0%	-4.8%	-1.0%	6.7%	-16.2%	-1.9%	5.1%
COC(=O)c1nc2n(n1)C(c1ccc([N+](=O)[O-])cc1)C(C(=O)Nc1ccc(Cl)cc1)=C(C)N2 (stereo not given)	-7.5%	-6.7%	1.9%	8.6%	-10.8%	-5.6%	-2.3%	4.5%
COC(=O)c1cc2oc(C)cc2n1CC(=O)N1CCCc2ccccc21	7.2%	-0.5%	-13.4%	-6.4%	u	u	-14.2%	2.9%
Cn1cnc([N+](=O)[O-])c1Nc1cccc(O)c1	-9.1%	-17.6%	4.9%	-4.1%	6.3%	-15.8%	-8.5%	2.4%
COc1cc(C)ccc1OCCCON1C(=O)CCC1=O	6.0%	12.9%	x	0.3%	3.2%	-12.5%	-7.4%	-8.1%

An excerpt taken from the entries so far, as a working copy:
SMILES	Tau FP inhib	RECQ1 helicase	L3MBTL1 inh	TexasRed fluor	JMJD2E inh	Tau fibril ThT	RGS12 GoLoco inh	TRb SRC2 PPI
COc1ccc(S(=O)(=O)c2nnn(-c3cccc(Cl)c3)c2N)cc1	-5.0%&-12.0%	-1.4%	x	-1.8%&1.7%	5.0%	4.0%&2.8%	2.6%	2.4%&3.0%
CN(C)c1ccc(NC(=O)Nc2cccc3ccccc23)cc1	11.2%	i	-24.5%	0.5%	u	u	-15.3%	1.1%
Cc1cc(N2CC(C)OC(C)C2)nc2ccccc12 (stereo not given)	-2.2%	-15.6%	28.3%	-0.3%	u	0.9%	0.3%	2.4%
CC(=O)N1CCC2(CC1)OC(=O)C(C)=C2C(=O)Nc1cccc(Cl)c1C	3.0%	x	x	-22.7%	x	3.6%	x	1.4%

Other structures.
SMILES	Tau FP inhib	RECQ1 helicase	L3MBTL1 inh	TexasRed fluor	JMJD2E inh	Tau fibril ThT	RGS12 GoLoco inh	TRb SRC2 PPI
Cc1cccc(C)c1OCc1n[nH]c(=S)n1-c1ccccc1	-2.7%	-10.0%	-4.3%	-0.9%	-28.0%	-1.3%	11.9%	1.9%
CC(=O)Nc1ccc(S(=O)(=O)N(C)c2ccc(O)cc2)cc1	-5.0%	-3.0%	4.0%	2.4%	-1.2%	20.8%	-17.6%	-25.2%
Cn1nc(-c2ccc(N3CCOCC3)c(NS(=O)(=O)c3ccccc3)c2)c2ccccc2c1=O	-0.8%	0.0%	7.3%	0.4%	3.3%	-12.2%	7.3%	-4.2%
COC(=O)CSc1nc2cc(Cl)ccc2c(=O)n1C1CCCC1	-3.6%	i	13.7%	0.9%	1.5%	-17.4%	8.3%	-13.5%
CCOC(=O)C(CC)/C(C)=N/NC(=O)c1ccc([N+](=O)[O-])cc1 (stereo not given)	-5.3%	i	2.6%	-5.6%	45.8%[activator]	u	11.5%	-1.2%
